Source: PubChem BioAssay (National Center for Advancing Translational Sciences (NCATS))
D3 ag: agonists of human D3 dopamine receptor; P35462; D3R DiscoveRx beta-arrestin cells, luminescence, 90 min; max activation, %; 410,000 tested, 0.58% active; in the data active means max activation above about 30%; further: 0% is about no effect; mostly tested at two doses, the higher about 12 µM
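Agonist-mode cell screen: cells plated at 1500/well and incubated overnight at 37 °C, then exposed to library compounds for 90 min at 37 °C. Detection reagent was added for 30–60 min at room temperature, and luminescence was read.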
GLP-1R inv ag: acts as inverse agonist at human GLP-1 receptor | P43220 | HEK293 GLP-1R CRE-luciferase, luminescence, 24 h; GLP-1R form is constitutively active | Potency, µM (highest dose often 38.3 µM), for the others: at the highest dose activity change, negative = inhibition, most hits filed as inhibitors | 410,000 tested, 1.6% active | AID 624417; further: potency means the concentration at half of the fitted maximal effect; on the % scale 0 is the no-effect control and ±100 the full control effect; nearly all actives have a fitted effect of over 55% in size
Target sequence (P43220 whole entry, looked up): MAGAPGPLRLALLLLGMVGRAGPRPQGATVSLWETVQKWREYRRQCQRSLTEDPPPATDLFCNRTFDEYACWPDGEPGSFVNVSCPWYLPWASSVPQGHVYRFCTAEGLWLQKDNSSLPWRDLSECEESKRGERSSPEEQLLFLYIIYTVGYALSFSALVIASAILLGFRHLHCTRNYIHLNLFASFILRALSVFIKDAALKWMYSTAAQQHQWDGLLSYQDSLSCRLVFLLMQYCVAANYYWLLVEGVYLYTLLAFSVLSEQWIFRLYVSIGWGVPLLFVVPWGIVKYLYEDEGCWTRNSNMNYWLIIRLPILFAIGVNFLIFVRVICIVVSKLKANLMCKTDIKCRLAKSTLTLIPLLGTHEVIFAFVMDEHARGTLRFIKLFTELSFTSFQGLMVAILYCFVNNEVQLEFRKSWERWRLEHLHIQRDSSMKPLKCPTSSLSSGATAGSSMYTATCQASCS
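Readout was luciferase luminescence, measured 12 min after detection reagent at room temperature. Beforehand, GLP-1R reporter HEK293 cells had sat 12 h, then received compounds for 24 hr at 37 deg C.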
TDP-43 yeast inh: rescues yeast growth from TDP-43 toxicity. TDP-43 expressing yeast growth rescue, BacTiter-Glo, 24 h. Potency, µM (top dose mostly 46.1 µM), for inactives: at the highest dose growth rescue (activation), actives largely listed as activators. 410,000 tested, 1.8% active. AID 652104; further: potency means the concentration at half of the fitted maximal effect; % of control where 0% means no effect; nearly all actives have a fitted effect of over 50% in size
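Galactose-induced TDP-43 yeast, OD600=0.02, compound pinned; 24 hr, 30 deg C; BacTiter-Glo luminescence for growth. Inhibitors of TDP-43 toxicity read as activators.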
GLP-1R agonist: activates the human GLP-1 receptor; HEK293 GLP-1R CRE-luciferase, luminescence, 4-6 h; cells express a hypersensitive GLP-1R form; P43220; 380,000 tested, 0.007% active; Potency, µM (titrated, usually from 45.6 µM), without a hit: top-dose activation, actives largely listed as activators; further: potency means the concentration at half of the fitted maximal effect; % of control where 0% means no effect
aSyn rescue: inhibitors of alpha-synuclein toxicity in yeast; Yeast expressing alpha-synuclein, growth rescue, BacTiter-Glo, 24 h; Potency, µM (series often up to 46.1 µM), without a hit: top-dose growth rescue (activation), most hits filed as activators; 370,000 tested, 0.14% active; AID 652106; further: potency means the concentration at half of the fitted maximal effect; % of control where 0% means no effect; nearly all actives have a fitted effect of over 65% in size
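Rescue of yeast growth: cells expressing toxic alpha-synuclein, induced in galactose at OD600 0.02, incubated with compound 24 h at 30 C. ATP luminescence quantified growth; inhibitors of toxicity appear as activators.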
HEK293 tox: cytotoxicity in counter-screen for GLP-1R inverse agonists; HEK293 cAMP-luciferase reporter cells, luminescence, 24 h; Potency, µM (titrated, usually from 38.3 µM), for the others: top-dose activity change, negative = inhibition, actives largely listed as inhibitors; 410,000 tested, 0.13% active;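 further: loss of luciferase light is scored as toxicity; potency means the concentration at half of the fitted maximal effect; on the % scale 0 is the no-effect control and ±100 the full control effect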
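To flag toxic compounds, the library was rerun on cells for 24 hr at 37 deg C and 5% CO2. Viability-linked luminescence was captured 12 min after adding luciferase detection reagent.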
KB-V1 MDR tox: KB-V1 MDR subline cytotoxicity. KB-V1 MDR cells viability, CellTiter-Glo, 72 h. Potency, µM (doses to about 46.1 µM), inactives show top-dose activity change, negative = cytotoxicity, usual class: cytotoxic. 400,000 tested, 3.4% active; further: potency means the concentration at half of the fitted maximal effect; on the % scale 0 is the no-effect control and ±100 the full control effect; nearly all actives have a fitted effect of over 60% in size
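In this primary screen, KB-V1 cells overexpressing P-gp are incubated with library compounds (lowest to highest concentration) for 72 h at 37 degrees C before a luminescent ATP viability read.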
PTHR1 ag: PTHR1 (human) receptor agonism; 410,000 tested, 0.075% active; AID 743266; HEK293 GP2 PTHR1 cells, GloSensor cAMP luminescence, 1 h; Potency, µM (series often up to 115 µM), without a hit: at the highest dose activation, usual class: activators; further: potency means the concentration at half of the fitted maximal effect; nearly all actives have a fitted effect of over 55% in size; some results filed as inactive show a strong effect at the top dose; inactives centre near -15; many of its hits are not listed in these tables
Target sequence (Q03431 whole entry, looked up): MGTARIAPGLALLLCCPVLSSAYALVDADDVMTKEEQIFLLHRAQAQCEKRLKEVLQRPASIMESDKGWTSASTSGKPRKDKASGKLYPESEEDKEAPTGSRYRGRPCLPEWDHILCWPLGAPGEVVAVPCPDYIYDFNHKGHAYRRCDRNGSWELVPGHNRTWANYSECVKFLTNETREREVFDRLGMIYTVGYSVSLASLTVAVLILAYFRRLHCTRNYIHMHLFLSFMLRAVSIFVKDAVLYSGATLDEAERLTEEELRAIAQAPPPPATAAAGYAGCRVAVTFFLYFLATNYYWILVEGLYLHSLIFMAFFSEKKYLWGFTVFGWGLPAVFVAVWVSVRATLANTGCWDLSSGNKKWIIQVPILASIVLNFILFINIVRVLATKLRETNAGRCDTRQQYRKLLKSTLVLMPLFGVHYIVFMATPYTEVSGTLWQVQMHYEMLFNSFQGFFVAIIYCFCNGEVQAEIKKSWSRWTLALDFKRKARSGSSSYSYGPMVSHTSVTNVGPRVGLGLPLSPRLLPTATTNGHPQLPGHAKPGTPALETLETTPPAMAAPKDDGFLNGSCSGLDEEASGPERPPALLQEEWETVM
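HEK-293-derived GP2 cells expressing PTHR1 and a GloSensor cAMP reporter, 3,000/well, plated overnight, given luciferin plus IBMX (each 0.5 mM as added) for 1 h at 37 °C, then compound for 1 h at 37 °C. Luminescence was read after 15 min at room temperature.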
DRD3 antagonist: blocks the human D3 dopamine receptor; 360,000 tested, 2.5% active; D3R cells, DiscoveRx beta-arrestin luminescence, antagonist mode; active compounds read low; P35462; max response, negative = inhibition, %; in the data active means max response below about -50%; inconclusive means no clear call, values can overlap the other calls; further: on the % scale 0 is the no-effect control and ±100 the full control effect; mostly tested at two doses, the higher about 12 µM
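Cells expressing the human receptor were seeded at 1500 cells/well, incubated overnight at 37 degrees C in 5% CO2, then exposed to library compounds with dopamine controls for 90 minutes at 37 degrees C before luminescent detection.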
* marks the source's active call; other numbers are inactive results; [ ] = dose if it differs, or a comment. Unless noted, the call rests on the fitted dose curve; in most records, active means well fitted curve in the direction sought with a large enough effect; inconclusive means small, poorly fitted or top-dose-only effect, or another doubt; inactive means no such curve, though single readings can be large; an effect the other way counts as inactive or inconclusive.

O=C(NCCCN1CCOCC1)c1cc(S(=O)(=O)N2CCOCC2)c(Cl)cc1Cl was read as D3 ag -15, GLP-1R inv ag 3%, TDP-43 yeast inh -1%, GLP-1R agonist -1%, aSyn rescue -6%, HEK293 tox 11%, PTHR1 ag inactive and DRD3 antagonist -8.
Screening CC(Sc1ncnc2sc(-c3ccccc3)cc12)C(=O)N1CCNC1=O (stereo not given) returned D3 ag 10, GLP-1R inv ag 5%, TDP-43 yeast inh 11%, GLP-1R agonist -1%, aSyn rescue 0%, HEK293 tox -13%, KB-V1 MDR tox 9%, PTHR1 ag -52%[inhibitor] and DRD3 antagonist 21.
For O=C(O)CCCCNCc1ccccc1 the results were D3 ag -11, GLP-1R inv ag 11%, TDP-43 yeast inh -15%, GLP-1R agonist -5%, aSyn rescue 6%, HEK293 tox 10%, KB-V1 MDR tox 6%, PTHR1 ag -3% and DRD3 antagonist -8.
Screening COc1cc(C(F)(F)F)nc2c(Br)c(C(C)(C)C)nn12 returned D3 ag 11, GLP-1R inv ag 3%, TDP-43 yeast inh inconclusive, GLP-1R agonist 13%, aSyn rescue -17%, HEK293 tox 1%, KB-V1 MDR tox 2%, PTHR1 ag -15% and DRD3 antagonist 10.
For O=[N+]([O-])c1ccc(Cl)c(S(=O)(=O)Nc2ccc(-c3ccc(N4CCCC4)nn3)cc2)c1 the results were D3 ag 3, GLP-1R inv ag -8%, TDP-43 yeast inh 0%, GLP-1R agonist -1%, aSyn rescue 5%, HEK293 tox -14%, KB-V1 MDR tox 26%, PTHR1 ag inactive and DRD3 antagonist 19.
Screening O=C(c1ccc(-c2ccccc2Cl)o1)N1CCCCCCC1 returned D3 ag 1, GLP-1R inv ag 5.6µM*, TDP-43 yeast inh inconclusive, GLP-1R agonist inconclusive, aSyn rescue 1%, HEK293 tox -16%, KB-V1 MDR tox inconclusive, PTHR1 ag -22% and DRD3 antagonist 4.
Screening Cc1sc2ncnc(N(C)Cc3cccs3)c2c1C returned D3 ag 4, GLP-1R inv ag inconclusive, TDP-43 yeast inh 13µM*, GLP-1R agonist inconclusive, aSyn rescue 12%, HEK293 tox 1%, KB-V1 MDR tox inconclusive, PTHR1 ag -44%[inhibitor][57.5 µM] and DRD3 antagonist 55.
For COc1ccccc1NC(=O)CSc1n[nH]c(-c2ccco2)n1 the results were D3 ag 4, GLP-1R inv ag 8%, TDP-43 yeast inh -11%, GLP-1R agonist 0%, aSyn rescue -5%, HEK293 tox 4%, KB-V1 MDR tox inconclusive, PTHR1 ag inactive and DRD3 antagonist 6.
For CCOc1ccccc1C(=O)NC(C(=O)OCC(=O)NNC(=O)c1cccs1)C(C)C (stereo not given) the results were D3 ag -11, GLP-1R inv ag 3%, TDP-43 yeast inh 0%, GLP-1R agonist -2%, aSyn rescue 1%, HEK293 tox 6%, KB-V1 MDR tox 12%, PTHR1 ag -16% and DRD3 antagonist -5.
For O=C(Nc1ccc(S(=O)(=O)N2CCOCC2)cc1)c1ccc(=O)[nH]c1 the results were D3 ag 4, GLP-1R inv ag 6%, TDP-43 yeast inh -5%, GLP-1R agonist 0%, aSyn rescue 1%, HEK293 tox 2%, KB-V1 MDR tox -21%, PTHR1 ag -20% and DRD3 antagonist 1.

Not a retest: an excerpt of the list.
O=C(NCCCN1CCOCC1)c1cc(S(=O)(=O)N2CCOCC2)c(Cl)cc1Cl was read as D3 ag -15, GLP-1R inv ag 3%, TDP-43 yeast inh -1%, GLP-1R agonist -1%, aSyn rescue -6%, HEK293 tox 11%, PTHR1 ag inactive and DRD3 antagonist -8.
Screening CC(Sc1ncnc2sc(-c3ccccc3)cc12)C(=O)N1CCNC1=O (stereo not given) returned D3 ag 10, GLP-1R inv ag 5%, TDP-43 yeast inh 11%, GLP-1R agonist -1%, aSyn rescue 0%, HEK293 tox -13%, KB-V1 MDR tox 9%, PTHR1 ag -52%[inhibitor] and DRD3 antagonist 21.
For O=C(O)CCCCNCc1ccccc1 the results were D3 ag -11, GLP-1R inv ag 11%, TDP-43 yeast inh -15%, GLP-1R agonist -5%, aSyn rescue 6%, HEK293 tox 10%, KB-V1 MDR tox 6%, PTHR1 ag -3% and DRD3 antagonist -8.
Screening COc1cc(C(F)(F)F)nc2c(Br)c(C(C)(C)C)nn12 returned D3 ag 11, GLP-1R inv ag 3%, TDP-43 yeast inh inconclusive, GLP-1R agonist 13%, aSyn rescue -17%, HEK293 tox 1%, KB-V1 MDR tox 2%, PTHR1 ag -15% and DRD3 antagonist 10.

The listing continues:
For Cc1ccc(-c2csc3ncnc(N4CCN(S(=O)(=O)c5ccc(C#N)cc5)CC4)c23)cc1 the results were D3 ag 1, GLP-1R inv ag 7%, TDP-43 yeast inh inconclusive, GLP-1R agonist -7%, aSyn rescue 4%, HEK293 tox 3%, KB-V1 MDR tox -23%, PTHR1 ag -4% and DRD3 antagonist 0.
Clc1cccc(Nc2nc(-c3ccncc3)cs2)c1 was read as D3 ag 2, GLP-1R inv ag inconclusive, TDP-43 yeast inh 13µM*, GLP-1R agonist 18%, aSyn rescue 3%, HEK293 tox 34%[7.66 µM], KB-V1 MDR tox inconclusive, PTHR1 ag -21% and DRD3 antagonist 1.
Screening CCOC(=O)CN1C(=O)NC2(CCCc3ccccc32)C1=O (stereo not given) returned D3 ag -15, GLP-1R inv ag -27%, TDP-43 yeast inh -6%, GLP-1R agonist 8%, aSyn rescue 3%, HEK293 tox 0%, KB-V1 MDR tox 0%, PTHR1 ag -17% and DRD3 antagonist -68*.
`CC1CC(OCC(O)C[N+]2(C)CCOCC2)CC(C)(C)C1` (stereo not given) gave D3 ag -6, GLP-1R inv ag -9%, TDP-43 yeast inh 8%, GLP-1R agonist -2%, aSyn rescue 4%, HEK293 tox 7%, KB-V1 MDR tox 0%, PTHR1 ag inactive and DRD3 antagonist -3.
COc1ccc(C(C(=O)Nc2ccc(F)cc2)N(C(=O)Cn2nnc3ccccc32)C2CC2)cc1 (stereo not given) was read as D3 ag -3, GLP-1R inv ag inconclusive, TDP-43 yeast inh -14%, GLP-1R agonist 3%, aSyn rescue -1%, HEK293 tox inconclusive, KB-V1 MDR tox -14%, PTHR1 ag inactive and DRD3 antagonist -7.
CCOc1c(Cl)cc(CNc2ccc(N3CCCC3)cc2)cc1OC was read as D3 ag -7, GLP-1R inv ag inconclusive, TDP-43 yeast inh 10%, GLP-1R agonist 9%, aSyn rescue -8%, HEK293 tox inconclusive, KB-V1 MDR tox -25%, PTHR1 ag -37%[inhibitor] and DRD3 antagonist inconclusive.
Screening COc1ccccc1NC(=O)c1cn(-c2ccccc2)nc1-c1ccccc1 returned D3 ag -8, GLP-1R inv ag inconclusive, TDP-43 yeast inh -3%, HEK293 tox 22%, KB-V1 MDR tox 0% and PTHR1 ag -2%.
`Cc1ccc(-c2nn(-c3ccccc3)cc2C(=O)Nc2ccc(C)c(S(=O)(=O)N3CCOCC3)c2)cc1` gave D3 ag -4, GLP-1R inv ag inconclusive, TDP-43 yeast inh 0%, GLP-1R agonist -7%, aSyn rescue -4%, HEK293 tox -13%, KB-V1 MDR tox -1%, PTHR1 ag inactive and DRD3 antagonist -1.
For O=C1NCCCC1C(=O)N/N=C/c1cccc(Cl)c1 (stereo not given) the results were D3 ag 8, GLP-1R inv ag 11%, TDP-43 yeast inh -29%, GLP-1R agonist 4%, aSyn rescue 3%, HEK293 tox 0%, KB-V1 MDR tox 13%, PTHR1 ag inactive and DRD3 antagonist -17.
For CC(C)CC1(C)NC(=O)N(CC(=O)Nc2ccc3c(c2)CCC3)C1=O (stereo not given) the results were D3 ag -7, GLP-1R inv ag inconclusive, TDP-43 yeast inh -21%, GLP-1R agonist 2%, aSyn rescue 13%, HEK293 tox -4%, KB-V1 MDR tox inconclusive, PTHR1 ag inconclusive and DRD3 antagonist -55*.
For CCCSCCCNC(=O)c1ccc2nc(Cc3ccccc3)oc2c1 the results were D3 ag -7, GLP-1R inv ag -18%, TDP-43 yeast inh inconclusive, HEK293 tox 1%, KB-V1 MDR tox 7% and PTHR1 ag inactive.
Screening Cc1ncc([N+](=O)[O-])n1CC(=O)N/N=C/c1ccc(F)cc1 returned D3 ag -6, GLP-1R inv ag 3%, TDP-43 yeast inh 3%, GLP-1R agonist -1%, aSyn rescue -4%, HEK293 tox -1%, KB-V1 MDR tox inconclusive, PTHR1 ag -22% and DRD3 antagonist 0.
`O=C(COc1ncnc2ccccc12)NCCC1=CCCCC1` gave D3 ag 0, GLP-1R inv ag 2%, TDP-43 yeast inh -6%, GLP-1R agonist 0%, aSyn rescue -4%, HEK293 tox 5%, KB-V1 MDR tox -5%, PTHR1 ag -23%[57.5 µM] and DRD3 antagonist -2.
`O=C(CSc1ncccn1)NCCc1ccccc1` gave D3 ag 1, GLP-1R inv ag 0%, TDP-43 yeast inh 0%, GLP-1R agonist -13%, aSyn rescue 0%, HEK293 tox -13%, KB-V1 MDR tox 11%, PTHR1 ag inactive and DRD3 antagonist 13.
For COc1cc(C2Nc3cc(C)c(C)cc3NC3=C2C(=O)CC(C)(C)C3)ccc1OC(C)=O (stereo not given) the results were D3 ag -9, GLP-1R inv ag 7%, TDP-43 yeast inh -6%, GLP-1R agonist 0%, aSyn rescue -6%, HEK293 tox -7%, KB-V1 MDR tox inconclusive, PTHR1 ag inconclusive and DRD3 antagonist 9.
For CCn1cc(SCC(N)=O)c2ccccc21 the results were D3 ag 2, GLP-1R inv ag 0%, TDP-43 yeast inh 0%, GLP-1R agonist 4%, aSyn rescue 4%, HEK293 tox 2%, KB-V1 MDR tox 8%, PTHR1 ag -4% and DRD3 antagonist -12.

This is a subset (hit frequency here may not be typical).
